# GPR151 ag: activators of human GPR151; Q8TDV0; PathHunter beta-arrestin GPR151 cells, luminescence; activation, % at 11.2 µM; hit rate 1% among 650,000; AID 1508602; in the data active = activation above about 4.9%;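 also: 0% = median of compound wells and 100% = cells with positive control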
# TEAD-YAP inh: TEAD-YAP interaction inhibition; hit rate 1.4% among 640,000; inhibition, % at 9.12 µM; HEK-TIYL cells, TEAD-Gal4/YAP UAS-luciferase luminescence; in the data active = inhibition above about 32%;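 also: 0% = median of test compound wells and 100% = reference inhibitor wells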
# FBW7 act: activators of human E3 ligase FBW7 | Q969H0 | AlphaScreen FBW7–phospho-cyclin E peptide binding, activator screen | normalized activity (activation), % at 26.1 µM | hit rate 0.13% among 650,000 | AID 1259310; in the data active = normalized activity above about 1.9%;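 also: purified mutant Fbw7 with reduced substrate affinity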
# Target sequence (Q969H0 whole entry, looked up): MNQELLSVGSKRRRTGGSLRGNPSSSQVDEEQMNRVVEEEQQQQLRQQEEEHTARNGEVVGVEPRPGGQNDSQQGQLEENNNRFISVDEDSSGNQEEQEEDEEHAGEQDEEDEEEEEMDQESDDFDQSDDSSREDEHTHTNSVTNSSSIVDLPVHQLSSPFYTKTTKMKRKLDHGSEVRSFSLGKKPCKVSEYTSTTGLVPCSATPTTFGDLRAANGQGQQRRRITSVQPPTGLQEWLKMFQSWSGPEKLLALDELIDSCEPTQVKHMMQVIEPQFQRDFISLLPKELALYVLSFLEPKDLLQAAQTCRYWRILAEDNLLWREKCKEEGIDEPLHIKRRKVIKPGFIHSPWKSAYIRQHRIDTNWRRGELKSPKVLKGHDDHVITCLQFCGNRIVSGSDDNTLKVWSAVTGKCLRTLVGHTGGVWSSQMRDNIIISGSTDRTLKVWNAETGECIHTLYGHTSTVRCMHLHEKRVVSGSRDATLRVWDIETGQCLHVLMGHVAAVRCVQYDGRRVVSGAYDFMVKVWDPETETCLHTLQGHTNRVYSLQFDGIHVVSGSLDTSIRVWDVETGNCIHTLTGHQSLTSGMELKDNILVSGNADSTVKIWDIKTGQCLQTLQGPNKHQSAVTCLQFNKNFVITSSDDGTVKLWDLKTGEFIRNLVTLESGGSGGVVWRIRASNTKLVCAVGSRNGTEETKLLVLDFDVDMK
# MITF primary: blocks human microphthalmia-associated transcription factor | O75030 | AlphaScreen MITF homodimerization, bead proximity signal | inhibition, % at 2.6 µM | hit rate 0.91% among 650,000; in the data active = inhibition above about 50%;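 also: 0% = vehicle wells with protein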
# * = called active by the depositor; / = no result given.
# Sequence of screens: GPR151 ag	TEAD-YAP inh	FBW7 act	MITF primary
- Cc1ccc2cc(C(c3nnnn3C(C)(C)C)N3CCCC3)c(=O)[nH]c2c1C (centres undefined)
    -1.6	4	0.0	10
- CC(=O)Nc1cc(C(=O)c2ccccc2)ccc1N1CCOCC1
    6.1*	4	-0.2	-1
- C/C(CC(=O)NC1C2CC3CC(C2)CC1C3)=N\NC(=O)c1ccccc1Cl (centres undefined)
    1.1	-8	0.0	5
- COc1ccc(CNS(=O)(=O)c2ccc(S(=O)(=O)NC3CCCCC3)cc2)cc1
    -0.5	31	0.0	-1
- O=C1C2C3C=CC(C4CC34)C2C(=O)N1/N=C/c1ccccc1Cl (centres undefined)
    -0.5	1	-0.1	13
- CO[C@H]1COC(=O)C/C=C/[C@H](C)[C@@H](OC)COC(=O)[C@@H](C)COC(=O)C/C=C/[C@@H]1C
    6.0*	/	-0.1	-15
- O=C(/C=C/c1cccc([N+](=O)[O-])c1)NC(=S)Nc1ccccc1C(=O)O
    3.4	1	-0.3	86*
- O=C(Nc1ccccc1Oc1cccnc1)C1CCCN(C2CSCCSC2)C1 (centres undefined)
    1.1	-10	-0.1	6
- CCOC(=O)C1(c2ccccc2)NC(c2cccs2)C2C(=O)N(C)C(=O)C21 (centres undefined)
    -1.2	-15	0.1	-8
- CCOc1ccccc1NC(=O)c1sc2ncn(Cc3ccccc3F)c(=O)c2c1C
    0.9	4	0.2	-2
- Nc1nonc1C(=O)NCCNS(=O)(=O)c1ccc(Cl)cc1
    -0.3	-4	0.0	12
- N#CC1=C(N)Oc2c(ccc3cccnc23)C1c1cccc([N+](=O)[O-])c1 (centres undefined)
    0.8	49*	-0.4	9
- O=C(Nc1nc2c(cc3c4c(cccc42)CC3)s1)c1ccc(S(=O)(=O)N2CCCCC2)cc1
    0.5	4	-0.1	-7
- CS(=O)(=O)c1ccc(F)c(NC(=O)c2c(Cl)cccc2Cl)c1
    1.9	-6	-0.1	-14
- O=C(Oc1ccccc1)Oc1ccc2sc(=O)oc2c1
    0.1	2	-0.2	-7
- CN1N=C(C(=O)N2CCCC(CCC(=O)NCc3ccc(F)c(F)c3)C2)CCC1=O (centres undefined)
    -0.5	-3	0.3	6
- COc1ccc(NC(=O)c2ccc(S(=O)(=O)NCc3cccs3)cc2)cc1
    -0.7	6	0.1	12
- O=C(CCCN1CCOC(c2ccccc2)C1)c1ccc2c(c1)OCCO2 (centres undefined)
    -0.1	8	0.1	9
- Cc1cc(C)n(C2CC(=O)N(c3ccc(C)c(C)c3)C2=O)n1 (centres undefined)
    1.2	-1	0.3	9
- CCCCOc1ccc(C2=N/C(=C/c3cccc(Cl)c3)C(=O)O2)cc1
    0.0	1	0.4	5
- CC(=O)Nc1ccc(Nc2cc(C)nc(-c3ccc(N4CCOCC4)nc3)n2)cc1
    1.1	-16	0.1	7
- COc1cc(-c2[nH]nc3c2C(c2c(F)cccc2Cl)C(C#N)=C(N)O3)cc(OC)c1OC (centres undefined)
    -0.2	11	0.2	7
- COc1ccc(CCNC(=O)CN(Cc2ccccc2)S(=O)(=O)c2ccc(C)cc2)cc1
    1.8	9	0.9	10
- COc1ccc(N2C(=O)CN(C(=O)C3CCOCC3)CC23CCCC3)cc1
    1.8	17	0.0	7
- COc1ccc2c(c1)C[C@H](C(=O)Nc1ccc(-c3cn[nH]c3)cc1OCCN(C)C)NC2
    -1.5	2	0.0	28
- Cc1nc(Nc2nc(=O)c3ccccc3n2C)nc2c(C)cccc12
    -0.4	8	0.7	5
- Cc1cc(C(=O)O)ccc1-c1ccc(C=O)o1
    0.8	-9	0.1	-2
- C/C(=N\NC(=O)c1ccco1)c1ccccc1O
    -0.5	-50	-0.1	-1
- N#CC1=C(N)N(c2sc3c(c2C#N)CCCCC3)C2=C(C(=O)CCC2)C1c1ccc([N+](=O)[O-])cc1 (centres undefined)
    -0.5	-16	-0.1	12
- c1nc2nc(NCc3ccc4c(c3)OCO4)nc(NC3CC3)c2[nH]1
    1.2	-13	-0.1	0
- CCOC(CNC(=O)c1cccc(NC(=O)C(C)(C)C)c1)(OCC)c1ccccn1
    3.4	0	-0.1	5
- Cc1ccccc1NC(=O)C(=O)N=Nc1c(O)[nH]c2ccc([N+](=O)[O-])cc12
    -0.5	-2	0.0	0
- Cc1ccc(C(=O)N2CCC3(CC2)CC3C(=O)N2CCN(c3ccccc3)CC2)cc1C (centres undefined)
    0.9	-4	0.2	1
- COc1nn(C)cc1-c1nnc(SCC(=O)N(C(C)C)C(C)C)n1C
    -2.1	3	0.7	5
- CCCN(CCC)S(=O)(=O)c1ccc(C(=O)N(CCCCN2C(=O)c3ccccc3C2=O)c2ccc(Cl)cc2)cc1
    -1.0	2	0.3	16
- CCc1ccc2[nH]c(=O)c(CN(CCCO)C(=O)Nc3ccccc3OC)cc2c1
    0.4	-4	0.0	-1
- Cc1nc(NCc2ccoc2)sc1-c1ccn(CC2CCCN(C)C2)n1 (centres undefined)
    -0.8	-3	0.1	-11
- COc1cc(C(=S)N2CCOCC2)ccc1OCC(=O)Nc1ccc(F)cc1
    4.6	2	-0.3	1
- CNC(=O)c1ccccc1Nc1cc(NC(=O)Cc2ccc(N)cc2)ncc1C(F)(F)F
    -1.2	79*	0.7	-17
- CCSc1nc2ccccc2n1CC(=O)Nc1ccc(C)c(C)c1
    -0.2	-21	0.6	3
- COc1ccc(CN2CCC(C(=O)N3CCc4ccccc4C3)CC2)cc1
    0.4	2	0.1	30
- COc1ccccc1C(=O)Nc1ccc(NC(=O)C(F)(F)F)cc1
    2.8	-10	0.0	-11
- O=C1NC(=S)/C(=C/c2ccccc2O)S1
    0.5	4	0.4	3
- OC(COCCOc1ccc(Cl)cc1)CN1CCCCC1 (centres undefined)
    -0.6	0	-0.1	3
- O=C(c1nc2sccn2c1CNCc1csc(-c2ccccc2)n1)N1CCCC1
    -2.1	4	0.0	7
- CN1CC(=O)Nc2ccc(F)cc2C1=O
    -1.5	11	0.0	3
- CC(C(=O)NCc1cccc(Cl)c1)n1c2ccccc2c2cn[nH]c(=O)c21 (centres undefined)
    1.0	-6	-0.1	2
- CN1C(=O)C[C@H](C(=O)O)C1c1cccnc1 (some centres undefined)
    -0.6	6	0.0	13
- C/C(=N\NC(=O)c1cccc(S(=O)(=O)N2CCCC2)c1)c1ccc(C#N)cc1
    -0.3	0	-0.1	7
- CCc1ccc(NC(=O)CSc2nnc(-c3ccc(N)cc3)n2C)cc1
    -0.2	-6	0.0	7
- O=S(=O)(c1ccc(-c2ccsc2)cc1)C1CCN(Cc2cccnc2)CC1
    1.0	-3	0.3	9
- O=C1CCc2cc(S(=O)(=O)N3CCCC3C(=O)O)ccc2N1 (centres undefined)
    0.7	-16	0.0	-1
- Cc1ccc(S(=O)(=O)Nc2ccc(OC(C)C)cc2)cc1
    1.8	0	0.0	9
- COc1ccc(OC)c(C(C)NC(=O)Nc2ccc([N+](=O)[O-])cc2OC)c1 (centres undefined)
    -0.9	9	0.2	4
- NC(=O)NC(=O)COC(=O)CN1C(=O)C2CCCCC2C1=O (centres undefined)
    1.2	7	-0.1	3
- Brc1ccc(Nc2ncnc3c2cnn3Cc2ccccc2)cc1
    0.8	6	0.2	10
- CC12CCC(C(=O)Nc3cccc([N+](=O)[O-])c3)(OC1=O)C2(C)C (centres undefined)
    1.1	-13	-0.1	0
- CC1=C(C(=O)OCCOc2ccccc2)C(c2ccc(OCc3ccccc3)cc2)C2=C(CCCC2=O)N1 (centres undefined)
    1.4	3	0.3	20
- CCCCNC(=O)/C(=C/c1cccc(OC)c1OC)NC(=O)c1ccccc1
    -0.5	-15	0.3	13
- COc1cc(N)c(Cl)cc1C(=O)OCC(=O)Nc1ccc(Cl)cc1C(F)(F)F
    0.6	22	0.1	-5

# New compounds follow:
# Sequence of screens: GPR151 ag	TEAD-YAP inh	FBW7 act	MITF primary
- O=C(Nc1ncc(CN2CCOCC2)s1)C(c1ccccc1)c1ccccc1
    0.4	9	-0.1	3
- CCNCCC1CCC(=O)N1Cc1ccc(Cl)cc1 (centres undefined)
    0.7	0	0.3	-4
- CC(NC(=O)CCC1CCCC1)c1nc(-c2ccncc2)n[nH]1 (centres undefined)
    0.2	2	-0.1	-4
- CC(=O)C(Sc1nc(C2CCCC2)nc2c1c(=O)n(C)c(=O)n2C)C(=O)N(C)C (centres undefined)
    -1.2	-3	-0.1	21
- Cn1c(=O)c(=O)n(C)c2cc(S(=O)(=O)CCC(=O)NCc3ccc(Cl)cc3)ccc21
    -2.5	0	0.0	1
- CC(NC(=O)c1ccc(N2CCC(NCCN3CCOCC3)CC2)cc1)c1ccccc1 (centres undefined)
    -0.3	2	0.9	5
- COc1ccc(/C=C/C(=O)Nc2cc(C)nn2-c2nc3ccccc3[nH]2)cc1
    1.1	-9	0.1	8
- CN1CCN(c2ccc(-c3cc(NCc4ccccc4)nc(N)n3)cc2)CC1
    0.5	-13	-0.3	-15
- COC(=O)c1ccc(NC(=O)COC(=O)c2c(Cl)cccc2Cl)cc1
    -0.3	20	0.2	4
- CN(Cc1c(C(=O)N2CCCCCCC2)nc2ccc(Cl)cn12)CC1COCCO1 (centres undefined)
    -1.0	1	0.0	3
- O=C(CSc1nc2ccccc2o1)Nc1ccc(S(=O)(=O)NC2CCCC2)cc1
    -1.7	-13	-0.3	1
- CCOc1ccc(CCNC(=O)CCc2nc3ccccc3[nH]2)cc1OCC
    1.8	6	-0.2	21
- CC(=O)N1CCN(CC(=O)Nc2ccccc2Cl)CC1
    0.0	8	0.0	-5
- CC1=NNC(=O)C1CC(=O)N/N=C/c1ccncc1 (centres undefined)
    0.2	3	0.0	-6
- CCOC(=O)c1c(NC(=O)CCN2C(=O)c3cccc([N+](=O)[O-])c3C2=O)sc2c1CCC2
    0.4	-1	1.6	17
- Cc1csc(NC(=O)CN2C(=O)/C(=C/c3ccccc3F)SC2=S)n1
    0.7	-3	-0.1	0
- Cc1[nH]c2ccccc2c1C=C1C(=O)c2ccccc2C1=O
    -0.2	-9	-0.9	6
- Cc1ccc(NCN2C(=O)C3C4C=CC(C4)C3C2=O)cc1 (centres undefined)
    -1.2	-10	0.4	12
- O=C(c1ccccc1)N1CCN(Cc2ccc(Cl)cc2)CC1
    -1.2	14	0.2	49
- C1CCOC(CN2CCOCC2)OC1
    0.5	-8	0.0	1
- COc1ccc(OC)c(C(=O)COC(=O)CCCNC(N)=O)c1
    -0.5	-2	0.0	-7
- O=C(Nc1nnc(S(=O)(=O)N2CCOCC2)s1)c1ccc(F)cc1
    -0.8	-7	0.0	-12
- CCC[C@@H]1NC(=O)[C@@H]2C[C@H](NCc3ccc(OC)cc3)CN2C1=O
    1.7	-1	0.0	9
- Nc1n[nH]c(-c2ccc([N+](=O)[O-])cc2)n1
    1.1	6	0.0	2
- O=C(Cn1cncn1)N/N=C/c1c2ccccc2cc2ccccc12
    -0.9	-1	0.1	5
- Cc1nc(SCC(=O)c2ccc(S(=O)(=O)N3CCCCC3)cc2)nc(C)c1C
    1.5	7	-0.1	-3
- CCOC(=O)C1=C(CN2CCC(N3CCCCC3)CC2)NC(=O)NC1c1ccc(C)cc1 (centres undefined)
    0.0	-5	0.3	-2
- CC(C)CO/N=C1\C[C@@H](O)[C@@H](O)[C@@H]2[C@@H]3C(=O)N(Cc4ccc5c(c4)OCO5)C(=O)[C@@H]3CC[C@H]12
    0.8	/	1.6	1
- Cc1ccc(S(=O)(=O)N(CC(=O)N2CCC(C)CC2)Cc2ccccc2F)cc1
    1.3	3	-0.1	-3
- Cc1ccc2nsnc2c1NC(=O)c1cccc(Br)c1
    0.0	9	-0.1	6
- COc1cc(Nc2nccn3c(-c4ccsc4)cnc23)cc(OC)c1OC
    0.6	55*	1.0	16
- NC(=O)C1CCCN(Cc2ccccc2F)C1 (centres undefined)
    0.2	7	0.1	34
- O=C(Oc1ccc(OC(=O)c2ccc(Br)o2)cc1)c1ccc(Br)o1
    1.1	-2	-0.2	7
- NC(=O)c1c(NC(=O)C2CCCCC2C(=O)O)sc2c1CCCCC2 (centres undefined)
    2.2	-7	-0.1	-3
- Nc1cccc(-c2cc(C(=O)NC3CC3)ccn2)c1
    1.7	6	0.0	6
- COc1ccc(NC(=O)C(F)(F)F)cc1OC
    1.4	17	0.5	6
- O=C(/C=C/c1cccc([N+](=O)[O-])c1)OC1CCCCC1=O (centres undefined)
    -0.3	-5	0.0	13
- CCN(CC)P(=NC(=O)c1ccccc1)(c1c(C)nc2ccccn12)N(CC)CC
    3.0	4	0.0	11

# No new results follow: an excerpt of the list.
# Sequence of screens: GPR151 ag	TEAD-YAP inh	FBW7 act	MITF primary
- Nc1cccc(-c2cc(C(=O)NC3CC3)ccn2)c1
    1.7	6	0.0	6
- COc1ccc(NC(=O)C(F)(F)F)cc1OC
    1.4	17	0.5	6
- O=C(/C=C/c1cccc([N+](=O)[O-])c1)OC1CCCCC1=O (centres undefined)
    -0.3	-5	0.0	13
- CCN(CC)P(=NC(=O)c1ccccc1)(c1c(C)nc2ccccn12)N(CC)CC
    3.0	4	0.0	11

# Retrieved one by one from the list above, three records:
# Sequence of screens: GPR151 ag	TEAD-YAP inh	FBW7 act	MITF primary
- c1nc2nc(NCc3ccc4c(c3)OCO4)nc(NC3CC3)c2[nH]1
    1.2	-13	-0.1	0
- Cc1nc(SCC(=O)c2ccc(S(=O)(=O)N3CCCCC3)cc2)nc(C)c1C
    1.5	7	-0.1	-3
- COc1cc(Nc2nccn3c(-c4ccsc4)cnc23)cc(OC)c1OC
    0.6	55*	1.0	16
